TDP1 block: inhibitors of human tyrosyl-DNA phosphodiesterase TDP1. 350,000 compounds, 0.28% hits. recombinant TDP1, AlphaScreen DNA substrate cleavage. Potency, µM (highest dose often 130 µM), inactives show top-dose activity change, negative = inhibition, usual class: inhibitors. AID 485290; note: nearly all actives have a fitted effect of over 40% in size
Target sequence (Q9NUW8 whole entry, looked up): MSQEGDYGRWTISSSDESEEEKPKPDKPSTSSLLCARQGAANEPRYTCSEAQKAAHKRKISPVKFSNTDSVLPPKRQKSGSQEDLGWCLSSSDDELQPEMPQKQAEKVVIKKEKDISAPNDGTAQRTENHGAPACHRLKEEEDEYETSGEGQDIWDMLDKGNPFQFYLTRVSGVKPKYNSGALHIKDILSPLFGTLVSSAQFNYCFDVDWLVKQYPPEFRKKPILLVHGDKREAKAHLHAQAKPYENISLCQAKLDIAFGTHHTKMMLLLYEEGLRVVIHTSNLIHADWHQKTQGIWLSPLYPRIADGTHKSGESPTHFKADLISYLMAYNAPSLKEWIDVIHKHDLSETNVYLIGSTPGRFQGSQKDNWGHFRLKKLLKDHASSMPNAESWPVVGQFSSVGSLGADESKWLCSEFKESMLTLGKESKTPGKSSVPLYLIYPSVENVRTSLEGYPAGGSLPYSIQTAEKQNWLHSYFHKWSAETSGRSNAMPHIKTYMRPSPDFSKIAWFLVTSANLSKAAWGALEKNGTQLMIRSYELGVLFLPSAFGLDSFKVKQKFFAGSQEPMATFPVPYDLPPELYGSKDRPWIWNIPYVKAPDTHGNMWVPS
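Signal: AlphaScreen proximity between streptavidin donor and anti-FITC acceptor beads on intact substrate. Reaction: Tdp1 1 nM, substrate 15 nM final, 5 min RT after 15 min compound preincubation.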
N370S GC mod: inhibits or activates N370S mutant glucocerebrosidase. P04062. N370S GC spleen homogenate, 4MU-glucoside fluorescence. Potency, µM (titrated, usually from 59.4 µM), for the others: at the highest dose activity change, negative = inhibition, hits mostly inhibitors. 330,000 compounds, 0.092% hits. AID 2101;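 note: 0% = full enzyme activity and -100% = no enzyme basal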
FEN1 inhibitor: blocks human flap endonuclease 1; P39748; Recombinant FEN1 flap cleavage, fluorescence, 15 min; Potency, µM (series often up to 114 µM), for inactives: at the top dose activity change, negative = inhibition, usual class: inhibitors; 390,000 compounds, 0.35% hits; AID 588795; note: nearly all actives have a fitted effect of over 65% in size
Target sequence (P39748 whole entry, looked up): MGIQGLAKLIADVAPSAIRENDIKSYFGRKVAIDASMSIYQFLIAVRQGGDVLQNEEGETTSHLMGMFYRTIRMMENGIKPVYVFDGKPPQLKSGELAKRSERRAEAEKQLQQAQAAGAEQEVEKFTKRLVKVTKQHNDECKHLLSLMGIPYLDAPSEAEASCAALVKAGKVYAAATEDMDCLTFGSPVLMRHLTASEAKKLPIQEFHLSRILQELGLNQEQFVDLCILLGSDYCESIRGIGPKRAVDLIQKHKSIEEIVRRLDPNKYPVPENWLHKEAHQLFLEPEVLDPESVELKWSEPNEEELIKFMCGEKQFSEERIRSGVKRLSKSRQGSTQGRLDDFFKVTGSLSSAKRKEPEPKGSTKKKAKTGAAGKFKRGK
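Compounds are tested as a concentration series against 10 nM FEN1; after a 15 min room-temperature preincubation, 50 nM substrate starts cleavage, with plate reads at 0 and 15 min. Normalized responses are fitted by a Hill equation.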
Starred values were filed as active, the others as inactive; ? = inconclusive; / = no result given; & = joins results of further samples; [ ] = remark or other dose. Calls come from the whole dose curve; as a rule, active = well fitted curve in the direction sought with a large enough effect; inconclusive = small, poorly fitted or top-dose-only effect, or another doubt; inactive = no such curve, though single readings can be large; an effect the other way counts as inactive or inconclusive. Unless noted, % is set by controls: 0 for no effect and ±100 for the full control effect; potency is the fitted concentration of half-maximal effect.

SMILES	TDP1 block	N370S GC mod	FEN1 inhibitor
CN1CCSc2ccc(C(=O)NCc3ccccc3F)cc21	7%	?	-8%&4%
O=C(NCCc1c[nH]c2ccccc12)c1ccc2nc[nH]c2c1	/	-18%	5%
COC(=O)c1ccc(Cn2cnc3cnccc32)cc1	/	2%	-1%
COc1ccc2c(C=O)c[nH]c2c1	-1%	4%	-10%
CC(OC(=O)c1ccco1)C(=O)Nc1ccc(Cl)cn1 (configuration not stated)	3%	8%	-4%
O=C1CN(C(=O)COC(=O)c2cc(S(=O)(=O)N3CCOCC3)ccc2Cl)c2ccccc2N1	5%	-12%	3%
N#Cc1ccc(C(=O)Nn2cnnc2)cc1	/	1%	-26%
Cc1ccc(CCNC(=O)C2CCN(c3nn4c(=O)cc(C)nc4s3)CC2)cc1	4%	18%	-1%
Cc1cc2nc(SCCN3CCCC3)[nH]c2cc1C	5%	2%	3%
CC1CCCC(C)N1S(=O)(=O)c1ccc(NC(=O)CCn2cnc3ccccc3c2=O)cc1 (configuration not stated)	4%	3%	-17%
COc1c(Cl)cc(Cl)cc1C(=O)Nc1ccc(CN2CCCCC2)cc1	-5%	5%	17%
CCOc1ccc2nc(SCc3ccc(CC(=O)O)cc3)c(C#N)cc2c1	-6%	6%	-8%
COc1ccccc1Nc1c2c(nc3ccc(NC(=O)/C=C/c4cccc(OC)c4OC)cc13)CCCC2	9%	/	4%
Cc1ccc(CCNC(=O)C2CCCN(Cc3nc(-c4cccc(Cl)c4)oc3C)C2)cc1 (configuration not stated)	3%	/	-16%
Cc1c(C(=O)n2cnc3ccccc32)cccc1[N+](=O)[O-]	/	4%	18%
CC(=O)c1ccc(OCC(=O)N2CCCC(Nc3ccc(C)c(C)c3)C2)cc1 (configuration not stated)	5%	-11%	5%
COc1ccc(C(=O)NC(=S)Nc2ccc(S(=O)(=O)Nc3cc(OC)nc(OC)n3)cc2)cc1	0%	-1%	-13%
COc1ccc(Cn2c(=O)[nH]c3cc(C(=O)NCCC(C)C)ccc3c2=O)cc1	-6%	/	6%
N#Cc1c(NC(=O)C2CCCO2)sc2c1CCCCC2 (configuration not stated)	3%	26%	-3%
Cc1sc2ncnc(N3CCC(C(=O)Nc4ccccc4C(C)(C)C)CC3)c2c1C	-3%	-17%	-2%
Cc1ccccc1C(=O)NC1CCN(CC(=O)NCc2ccc(F)cc2)CC1	-1%	-6%	-3%
CCCSc1ncc(Cl)c(C(=O)Nc2ccc(CC)cc2)n1	-9%	/	-18%
O=C(NCc1ccccc1Cl)c1nnc(CS(=O)(=O)c2ccccc2)o1	/	-10%	-19%
O=C(NC(=S)Nc1cccc(S(=O)(=O)NC2=NCCC2)c1)c1cc(-c2ccco2)nc2ccccc12	0%	0%	-10%
COc1cc2c(cc1NCc1ccc3c(c1)OCO3)oc1ccccc12	11%	14%	-15%
Cc1cccc(NC(=O)CNC(=O)COc2cccnc2[N+](=O)[O-])c1C	-1%[56.1 µM]	/	7%
CC(Sc1nnc(C(C)N(C)C)n1-c1ccc(Cl)cc1)C(=O)Nc1ccc2c(c1)OCO2 (configuration not stated)	0%	-5%	-2%
COc1cccc(Nc2nc3ccccc3c(=O)[nH]2)c1	5%	-1%	-2%
CCCOc1ccccc1NC(=O)c1c(-c2ccccc2)noc1C	-4%	13%	-18%
Cc1ccc(O)c(C(CCN(C(C)C)C(C)C)c2ccccc2)c1 (configuration not stated)	5%	-5%	/
Cc1ccc(OCC(=O)Nc2cc(C(C)(C)C)on2)cc1C	3%	0%	5%
c1ccc(-c2csc3nnc(SCc4ccc5c(c4)OCO5)n23)cc1	4%	-22%	?
COc1cccc(NC(=O)CC2C(=O)OCCN2Cc2ccccc2)c1 (configuration not stated)	3%	/	17%
Cc1cccc([C@@H]2[C@@H]3C(=O)N(Cc4ccccc4)C(=O)[C@@H]3[C@]3(C)C(=O)N(c4cccc(Cl)c4)C(=O)N23)c1	/	-11%	7%
c1ccc2[nH]c(-c3cscn3)nc2c1	5%	9%	-14%
COc1ccc(N(C(=O)c2ccco2)C(C(=O)NC2CCCC2)c2cc(OC)c(OC)c(OC)c2)cc1 (configuration not stated)	/	-2%	1%
O=C(c1ccc(S(=O)(=O)N2CCCCCC2)cc1)N1CCN(c2ccccc2)CC1	7%	-6%	-1%
CCc1c(C)nc(SC(C(=O)O)c2ccccc2)c(C#N)c1C (configuration not stated)	0%	8%	-3%
CNC(=S)NNC(=O)Cc1ccc(OC)c(OC)c1	3%	1%	-4%
COc1cccc(NC2=CC(=O)CC(C)(C)C2)c1	4%	2%	-2%

Record cards (already shown):
CC(Sc1nnc(C(C)N(C)C)n1-c1ccc(Cl)cc1)C(=O)Nc1ccc2c(c1)OCO2 (configuration not stated) is listed with TDP1 block: 0%; N370S GC mod: -5%; FEN1 inhibitor: -2%
c1ccc2[nH]c(-c3cscn3)nc2c1 is listed with TDP1 block: 5%; N370S GC mod: 9%; FEN1 inhibitor: -14%
COc1cccc(NC(=O)CC2C(=O)OCCN2Cc2ccccc2)c1 (configuration not stated) is listed with TDP1 block: 3%; N370S GC mod: /; FEN1 inhibitor: 17%

(more compounds)
SMILES	TDP1 block	N370S GC mod	FEN1 inhibitor
Cc1nnc(SCC(=O)N/N=C/c2ccc(-c3ccc(C)c(Cl)c3)o2)s1	-1%	-15%	0%
Cc1cc(-c2csc(N)n2)c(C)n1-c1ccc(Cl)c(Cl)c1	8%	-20%	4%
Cc1ccc2c(c1)N(Cc1cccc(C#N)c1)C=NS2(=O)=O	/	-3%	6%
COc1ccc(NC(=O)CSCC(=O)NCc2cccc(C(F)(F)F)c2)cc1	-1%	/	-15%
CC1(C)CC(=O)C(N=Nc2cc(Cl)c(Cl)c(Cl)c2)=C(O)C1	8%	9%	-1%
CCOc1ccc(CCNC(=O)c2cc(C)nc3ccccc23)cc1OCC	6%	-20%	1%
COc1ccc(C(=O)NCCN2CCCC2)cc1[N+](=O)[O-]	/	-1%	1%
CC(=O)c1ccc(S(=O)(=O)N2CCn3cccc3C2c2ccc(C)cc2)cc1 (configuration not stated)	0%	/	-23%
CCc1cc(=O)oc2cc(OCC(=O)N3CCc4ccccc43)ccc12	2%	2%	/
CN1C(=O)CSc2ccc(NC(=O)NCc3cccnc3)cc21	2%	3%	6%
Cc1cc(=O)oc2cc(OCC(=O)N3CCN(C(=O)C4COc5ccccc5O4)CC3)c(Cl)cc12 (configuration not stated)	3%	-7%	4%
Cc1ccc(S(=O)(=O)N/N=C/c2ccc(C(=O)O)cc2)cc1	7%	-6%	-2%
COc1ccc(CNC(=O)C2CCC(=O)N2C(C)C)c(OC)c1 (configuration not stated)	/	-1%	20%
O=C(NCc1ccco1)/C(=C/c1ccc(Cl)cc1)NC(=O)c1ccco1	3%[0.0935 µM]	-3%	-14%
NC(=O)Nc1cc(Cl)ccc1Cl	-4%	5%	8%
COc1ccc(C(=O)N2CCN(C(C)=O)CC2)cc1S(=O)(=O)NCc1ccc(Cl)cc1	7%	3%	-12%
CCc1ccccc1NC(=O)C1CCCN(S(=O)(=O)c2c(C)noc2C)C1 (configuration not stated)	-6%	3%	-1%
COC(=O)c1[nH]c(C)c(/C(O)=C2\C(=O)C(=O)N(CCN(C)C)C2c2ccccc2OC)c1C (configuration not stated)	1%	-5%	-20%
CCN(C[C@H]1N[C@@](C)(C(=O)OC)[C@H]2C(=O)N(Cc3ccccc3)C(=O)[C@@H]12)C(=O)c1ccccc1	3%	/	-19%
COc1ccc(C2N(c3cc(Cl)ccc3OC)C(=O)C3CCCN32)cc1OC (configuration not stated)	0%	23%	-8%
Cc1ccc(OCC(O)CN2CCOCC2)c(C)c1 (configuration not stated)	/	-22%	2%
Cc1occc1C(=O)Nc1cccc(C(F)(F)F)c1	2%	2%	14%
Cc1cc(C)c2cc(CN(CCO)C(=O)Nc3ccc(F)cc3)c(=O)[nH]c2c1	8%	-2%	0%
COC(=O)COc1ccc(-n2cnnn2)cc1	3%	-9%	7%
CC(=O)c1ccc2c(c1)C1C=CCC1C(C(=O)O)N2 (configuration not stated)	6%	9%	13µM*
N#Cc1nc(Cc2ccccc2)oc1N1CCCC1	6%	20%	-8%
CCn1cc([N+](=O)[O-])c(C(=O)Nc2ccc(Br)cn2)n1	-3%	10%	0%
CC(=O)c1ccc(NC(=O)C2CCCN(c3ncnc4c3nc3n4CCCCC3)C2)cc1 (configuration not stated)	6%	-1%	-12%
CCc1c(C)sc(NC(=O)c2cc(-c3ccc(O)cc3)on2)c1C#N	-3%	-5%	-2%
Cn1c(CC(=O)Nc2ccccc2F)nnc1SCC(=O)NC1CCCCC1	9%[0.0935 µM]	3%	4%
O=C(NNC(=O)c1sccc1-n1cccc1)c1ccccc1	0%	-2%	6%
Cc1cccc(NC(=S)N(CCCN2CCOCC2)Cc2ccccn2)c1	0%	?	5%
Cc1ccc(NC(=O)c2ccc(CSc3nnc(-c4ccncc4)n3C)cc2)c(C)c1	0%	9%	-2%
COc1ccc(-c2ccccc2C2C3C=CCCC3(C)C(=O)N2Cc2ccccc2)cc1 (configuration not stated)	10%	5%	-6%
S=C(NCC1CCCO1)N1CCN(c2nc(-c3ccccc3)cs2)CC1 (configuration not stated)	0%	0%	-19%
COc1cc(NC(=S)N2CCCC(CO)C2)cc(OC)c1 (configuration not stated)	0%	-20%	5%
CC(C(=O)Nc1ccccc1)N(C)CCOc1ccccc1 (configuration not stated)	-4%	-9%	-16%
Cc1ccc(/C=C(\C#N)C(=O)Nc2ccccn2)o1	5%	-3%	6%
CCOc1ncccc1C(=O)OCC(=O)Nc1ccc(C)c(S(=O)(=O)N2CCOCC2)c1	3%	-7%	10%
Cc1ccc(S(=O)(=O)NCCC(=O)NCc2ccccn2)cc1	-6%	-4%	0%

Quoted at random: seven compounds from above.
SMILES	TDP1 block	N370S GC mod	FEN1 inhibitor
CC(=O)c1ccc2c(c1)C1C=CCC1C(C(=O)O)N2 (configuration not stated)	6%	9%	13µM*
O=C(NNC(=O)c1sccc1-n1cccc1)c1ccccc1	0%	-2%	6%
COc1ccc(-c2ccccc2C2C3C=CCCC3(C)C(=O)N2Cc2ccccc2)cc1 (configuration not stated)	10%	5%	-6%
Cc1ccc(/C=C(\C#N)C(=O)Nc2ccccn2)o1	5%	-3%	6%
Cc1ccc(OCC(O)CN2CCOCC2)c(C)c1 (configuration not stated)	/	-22%	2%
COC(=O)COc1ccc(-n2cnnn2)cc1	3%	-9%	7%
Cc1ccc(NC(=O)c2ccc(CSc3nnc(-c4ccncc4)n3C)cc2)c(C)c1	0%	9%	-2%

(further entries)
SMILES	TDP1 block	N370S GC mod	FEN1 inhibitor
Cc1cc(SCC(=O)NCC(c2cccs2)N2CCOCC2)c(C)cc1Br (configuration not stated)	/	-8%	0%
O=C(Nc1cccc(S(=O)(=O)Nc2ccccc2Cl)c1)c1ccc(N2CCCC2)c([N+](=O)[O-])c1	-2%	7%	1%
N#C/C(=C\c1cn(CC(=O)N2CCCCC2)c2ccccc12)C(=O)NCc1ccc2c(c1)OCO2	3%	-24%	-3%
Cn1c(C(=O)Nc2ccc3c(c2)OCO3)cc2sccc21	8%	11%	9%
COC(=O)CN(c1nc(C)c(Br)c(OC)n1)S(=O)(=O)c1ccc(C)cc1	2%	19%	-11%
COc1cc(OC)cc(C(=O)Nc2ccccc2C(=O)NCc2cccnc2)c1	8%[0.0935 µM]	3%	12%
COc1ccccc1Nc1cc(N2CCOCC2)c2nonc2c1[N+](=O)[O-]	3%	18%	5%
C[C@@H](C(=O)Nc1ccc2ccccc2c1)[C@@H]1C[C@@]1(C)[C@@H](NC(=O)c1ccccc1)c1ccccc1	-3%&7%	10%&1%	-9%
CCOc1cc(CNCCN(C)C)c(Cl)cc1OCC(=O)NCCc1ccccc1	2%	-16%	2%
CC(C)COC(=O)n1c(SCC(=O)N(C)C)nc2ccccc21	0%	2%	1%
Cc1cc(=O)oc2cc(OCC(=O)N3c4ccccc4CC3C)ccc12 (configuration not stated)	4%	5%	-10%
CCCCC1CCC(c2ccc(C(N)=O)cc2)CC1 (configuration not stated)	0%	3%	-11%
O=C(NCC1CCCCC1)c1ccco1	5%	23%	-5%
CCN(C(=O)COC(=O)c1cccnc1SC)c1c(N)n(Cc2ccccc2)c(=O)[nH]c1=O	2%	/	20%
CCCCCc1ccc(-c2nnc(N)s2)cc1	5%	6%	7%
CC(C)(C)c1nnc(N/N=C/c2ccc(O)cc2)n(N)c1=O	8%	?	-1%
O=C(O)CCc1ccc(-c2ccccc2)n1-c1cccc(O)c1	12%	-5%	-12%
COc1ccc(C)cc1NC(=O)CSc1nnc(-c2cc(C)[nH]n2)n1N	1%	-12%	-14%
COc1ccc(CNC(=O)c2ccc3c(c2)NC(=O)C(C)S3)cc1 (configuration not stated)	0%	-2%	17%
COC(=O)[C@H](CCSC)NC(=O)Nc1cccc(C)c1C	3%	4%	-2%
CC(Sc1nn(-c2ccc(F)cc2)c(=S)s1)C(=O)c1c(N)n(C)c(=O)n(C)c1=O (configuration not stated)	-8%[0.505 µM]	-3%	-22%
